Screens (PubChem)
Pf apPOL inh – Pf-apPOL inhibitors, biochemical, fluorescence. inhibition, % at 10 µM. Plasmodium falciparum apicoplast DNA polymerase (apPOL). hit rate 0.25% among 210,000. Recombinant Pf-apPOL, molecular beacon fluorescence, 1.5 h
mHTT CaM bind – mutant huntingtin-calmodulin interaction inhibitors – biochemical, AlphaScreen, primary screen; P42858; AlphaScreen His-mHTT/GST-CaM binding, luminescence; inhibition, % at 15 µM; hit rate 3.6% among 190,000;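 further: 0% = both proteins with DMSO and 100% = one protein alone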
Target sequence (P42858 whole entry, looked up, stated change not applied): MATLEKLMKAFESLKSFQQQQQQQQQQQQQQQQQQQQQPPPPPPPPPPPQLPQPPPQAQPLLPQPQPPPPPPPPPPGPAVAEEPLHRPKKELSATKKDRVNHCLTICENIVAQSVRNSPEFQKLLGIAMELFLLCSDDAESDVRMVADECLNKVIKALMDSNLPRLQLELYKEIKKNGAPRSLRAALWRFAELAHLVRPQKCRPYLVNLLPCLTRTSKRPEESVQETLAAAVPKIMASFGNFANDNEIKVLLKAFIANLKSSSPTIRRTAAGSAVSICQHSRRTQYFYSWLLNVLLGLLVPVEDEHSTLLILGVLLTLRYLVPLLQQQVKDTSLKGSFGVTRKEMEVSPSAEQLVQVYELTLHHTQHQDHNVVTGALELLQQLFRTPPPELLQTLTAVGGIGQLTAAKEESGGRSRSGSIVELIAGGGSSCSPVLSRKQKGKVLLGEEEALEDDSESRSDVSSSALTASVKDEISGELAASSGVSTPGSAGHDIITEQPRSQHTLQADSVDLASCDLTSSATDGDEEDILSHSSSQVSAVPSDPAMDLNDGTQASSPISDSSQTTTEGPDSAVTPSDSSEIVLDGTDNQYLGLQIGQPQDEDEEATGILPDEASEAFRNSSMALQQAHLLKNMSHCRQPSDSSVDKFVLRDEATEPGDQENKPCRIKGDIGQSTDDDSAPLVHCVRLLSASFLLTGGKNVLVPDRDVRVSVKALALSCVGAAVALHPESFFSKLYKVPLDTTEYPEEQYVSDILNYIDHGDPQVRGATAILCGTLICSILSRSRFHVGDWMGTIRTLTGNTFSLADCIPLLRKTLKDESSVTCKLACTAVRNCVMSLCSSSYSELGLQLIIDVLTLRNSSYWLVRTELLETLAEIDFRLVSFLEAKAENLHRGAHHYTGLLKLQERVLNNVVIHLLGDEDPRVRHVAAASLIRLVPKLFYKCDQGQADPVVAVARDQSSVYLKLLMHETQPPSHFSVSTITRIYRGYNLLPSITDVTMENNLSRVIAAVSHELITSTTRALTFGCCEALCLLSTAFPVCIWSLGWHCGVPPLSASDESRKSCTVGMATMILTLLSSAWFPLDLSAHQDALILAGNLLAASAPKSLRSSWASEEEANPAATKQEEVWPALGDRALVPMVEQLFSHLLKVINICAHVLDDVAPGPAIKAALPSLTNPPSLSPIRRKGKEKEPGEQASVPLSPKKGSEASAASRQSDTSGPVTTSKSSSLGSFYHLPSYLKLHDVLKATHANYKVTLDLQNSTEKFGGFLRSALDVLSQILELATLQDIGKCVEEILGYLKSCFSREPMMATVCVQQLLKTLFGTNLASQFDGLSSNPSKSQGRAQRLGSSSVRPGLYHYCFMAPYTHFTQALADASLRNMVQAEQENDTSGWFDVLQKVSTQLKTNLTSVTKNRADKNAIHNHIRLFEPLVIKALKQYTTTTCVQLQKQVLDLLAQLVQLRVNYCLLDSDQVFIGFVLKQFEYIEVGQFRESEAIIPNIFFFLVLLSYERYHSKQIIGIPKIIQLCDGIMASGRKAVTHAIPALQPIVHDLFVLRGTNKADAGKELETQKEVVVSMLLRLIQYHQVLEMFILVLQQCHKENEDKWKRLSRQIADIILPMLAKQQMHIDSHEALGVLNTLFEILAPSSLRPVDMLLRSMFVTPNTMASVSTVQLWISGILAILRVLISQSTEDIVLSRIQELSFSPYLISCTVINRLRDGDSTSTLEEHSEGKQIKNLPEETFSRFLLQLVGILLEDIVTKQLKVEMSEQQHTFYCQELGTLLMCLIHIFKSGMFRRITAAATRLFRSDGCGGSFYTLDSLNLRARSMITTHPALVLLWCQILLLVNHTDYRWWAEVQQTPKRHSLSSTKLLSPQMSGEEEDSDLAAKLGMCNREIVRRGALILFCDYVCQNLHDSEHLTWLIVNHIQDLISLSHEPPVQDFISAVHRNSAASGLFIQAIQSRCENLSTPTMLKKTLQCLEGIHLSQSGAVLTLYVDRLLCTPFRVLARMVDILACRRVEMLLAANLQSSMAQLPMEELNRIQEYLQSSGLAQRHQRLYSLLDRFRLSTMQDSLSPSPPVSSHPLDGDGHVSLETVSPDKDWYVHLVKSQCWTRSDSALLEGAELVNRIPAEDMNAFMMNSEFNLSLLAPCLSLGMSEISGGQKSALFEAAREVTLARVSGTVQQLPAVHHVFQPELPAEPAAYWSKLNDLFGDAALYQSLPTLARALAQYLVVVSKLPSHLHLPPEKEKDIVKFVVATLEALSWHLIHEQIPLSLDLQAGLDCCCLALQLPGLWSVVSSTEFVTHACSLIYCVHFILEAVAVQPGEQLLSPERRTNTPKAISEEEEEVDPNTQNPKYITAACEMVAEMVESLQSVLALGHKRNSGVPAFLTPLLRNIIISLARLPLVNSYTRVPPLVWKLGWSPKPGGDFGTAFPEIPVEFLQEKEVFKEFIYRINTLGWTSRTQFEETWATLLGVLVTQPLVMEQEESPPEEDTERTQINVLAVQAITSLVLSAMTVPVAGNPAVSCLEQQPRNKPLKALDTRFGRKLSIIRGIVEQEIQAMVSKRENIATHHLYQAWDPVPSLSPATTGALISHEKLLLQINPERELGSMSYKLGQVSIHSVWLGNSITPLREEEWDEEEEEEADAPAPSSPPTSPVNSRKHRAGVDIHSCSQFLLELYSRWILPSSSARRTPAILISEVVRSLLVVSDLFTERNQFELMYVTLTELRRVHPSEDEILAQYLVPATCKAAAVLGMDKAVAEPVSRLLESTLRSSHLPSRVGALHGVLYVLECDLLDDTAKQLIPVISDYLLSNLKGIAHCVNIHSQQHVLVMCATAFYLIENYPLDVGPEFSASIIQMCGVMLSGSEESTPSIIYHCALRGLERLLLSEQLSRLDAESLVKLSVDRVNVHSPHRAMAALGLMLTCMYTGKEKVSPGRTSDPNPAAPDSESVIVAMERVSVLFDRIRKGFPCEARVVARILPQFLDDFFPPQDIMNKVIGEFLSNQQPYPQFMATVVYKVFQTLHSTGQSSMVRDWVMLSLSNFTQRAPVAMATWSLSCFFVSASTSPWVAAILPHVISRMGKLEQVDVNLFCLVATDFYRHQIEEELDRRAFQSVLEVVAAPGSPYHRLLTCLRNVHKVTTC
* hit, by the source's call; i = inactive; / = no result given; & = joins results of further samples. No stated cut-off is given here; in the data, active means inhibition above about 50%; inactive means the rest. Some of the compounds tested. The share of hits here may be higher or lower than overall.

SMILES	Pf apPOL inh	mHTT CaM bind
Nc1n[nH]c(-c2nc(N)n[nH]2)n1	2	-6
CC(C)N1CCN(Cc2ccco2)CC1	-6	-1
CC(Nc1ccc([N+](=O)[O-])c2cccnc12)c1ccc(Br)cc1 (stereo unspecified)	-5	3
CCSc1nc2ccccc2c(=O)n1-c1cc(Cl)ccc1C	-2	-24
N/C(=N\N=C/c1ccc([N+](=O)[O-])o1)c1nonc1N	/	i
N#CC(C#N)=Cc1c[nH]c2ccccc12	-3&0	/
COc1ccc(C(CN(C)C)C2(O)CCCCC2)cc1 (stereo unspecified)	-18	/
COc1ccc(CNCCc2cccc(Cl)c2)cc1	14	-8
CC(C)C(=O)NCC12CNCC1CCN(C)C2 (stereo unspecified)	6	1
CCc1[nH]nc2c1C1(CN3CCC1CC3)C(C#N)=C(N)O2 (stereo unspecified)	/	-6
CC(NP(=O)(Oc1ccccc1)Oc1ccccc1)c1ccccc1 (stereo unspecified)	-9	2
C#CCOC(=O)C1=CCCN(C)C1	4	/
O=[N+]([O-])c1cc(F)c(N2CCCCC2)cc1Br	-5	16
CC(C)Sc1ccc(CC(=O)N2CCN(CCn3cccn3)CC2)cc1	-21	15
CC(N)c1cccc(Cl)c1Cl (stereo unspecified)	5	/
COc1ccc(CCNC2CCCCC2)cc1	-1	4
CN1CCN(c2ccc([N+](=O)[O-])cc2)CC1	2	-2
O=C1CC2(CCNCC2)Oc2ccccc21	-8&-6	1&-8
OC(c1ccccc1)(c1ccccc1)c1ccncc1	-9	0
NC(=NCCC[C@H](N)C(=O)O)N[N+](=O)[O-]	-9	/
O=[N+]([O-])c1ccc(N2CCN(Cc3ccc(Br)cc3)CC2)cc1	-6	20
OC(CN(Cc1ccccc1)Cc1ccccc1)c1ccc2cc[nH]c2c1 (stereo unspecified)	3	68*
CC1(C)C2([N+](=O)[O-])CN3CN(C2)CC1([N+](=O)[O-])C3	-3	-7
O=C(Nc1ccc(Cl)c(Cl)c1)N1CC2CC(C1)c1cccc(=O)n1C2 (stereo unspecified)	-3	-5
CCOc1ccc(C(CN)CC(=O)O)cc1 (stereo unspecified)	-2	1
O=C(c1ccc(F)c([N+](=O)[O-])c1)N1CC2CC(C1)c1cccc(=O)n1C2 (stereo unspecified)	-8	-12
CN1CCN(c2ccc(Cl)cc2[N+](=O)[O-])CC1	1	5
O=c1[nH]c2ccccc2c(=O)n1-c1ccccc1F	6	-2
COc1ccccc1CN1CCN(c2ccccc2OC)CC1	-1	0
CN1CCN(Cc2ccc(Br)s2)CC1	-3	-10

Record cards (already shown).
COc1ccccc1CN1CCN(c2ccccc2OC)CC1 is entered as Pf apPOL inh = -1; mHTT CaM bind = 0
CN1CCN(c2ccc(Cl)cc2[N+](=O)[O-])CC1 is entered as Pf apPOL inh = 1; mHTT CaM bind = 5
CC1(C)C2([N+](=O)[O-])CN3CN(C2)CC1([N+](=O)[O-])C3 is entered as Pf apPOL inh = -3; mHTT CaM bind = -7

Additional structures.
SMILES	Pf apPOL inh	mHTT CaM bind
Cc1ccc(CN2CCN(C)CC2)c(C)c1	-17	-4
COc1ccc(-n2c(C)nc3cc(C(=O)N4CCC5(CC4)OCCO5)ccc32)cc1	-4	1
CCCCc1nc2c(o1)NC(N)=C(C#N)C21CN2CCC1CC2 (stereo unspecified)	/	-3
N#Cc1c(Cl)c(Cl)nc(N2CCCNCC2)c1Cl	-9	100*
CN1C(=O)C(=Cc2cccn2-c2ccc(S(N)(=O)=O)cc2)C(=O)N(C)C1=O	-3	7
O=C(Cc1ccccc1)N1CCN(Cc2cccc([N+](=O)[O-])c2)CC1	-6	4
COc1ccc2c(c1)C1(CCN(C(=O)c3ccc(C)c(F)c3)C1)C(=O)N2C (stereo unspecified)	1	14
CCn1cc(C(=O)Nc2ccc(C)cc2C)c2cccnc21	-5	-5
CCc1ccc(CN2CCN(CC)CC2)cc1	-14	1
CCNC(=O)N1CCC2(C1)C(=O)N(C)c1ccc(OC)cc12 (stereo unspecified)	-3	-7
CN(C)C(=O)Oc1cccc(NC(=O)N2CCOCC2)c1	-3	-5
CC12CCC3C(CCC4CC(O)CCC43C)C1CC(=Cc1ccccc1Cl)C2=O (stereo unspecified)	-8	17
O=Cc1cn(Cc2nc(C(c3ccccc3)c3ccccc3)no2)c2ccccc12	-6	-6
CCCn1cc(C(=O)NCCN2CCOCC2)c2cccnc21	1	-3
CCOC(=O)c1cc2c(cn1)[nH]c1ccccc12	0	/
CCN1CCN(Cc2cc(OC)c(OC)cc2[N+](=O)[O-])CC1	5	-1
Cc1cccc(N2CCN(Cc3c(F)cccc3F)CC2)c1C	2	-8
O=C(CNC1Cc2ccccc2C1)Nc1ccc(Cl)cc1C(=O)c1ccccc1Cl	-19	/
CC12CC(O)CCN1CCc1ccccc12 (stereo unspecified)	-5	/
COc1ccc2c(c1)C1(CCN(S(=O)(=O)c3cccc(Cl)c3)C1)C(=O)N2C (stereo unspecified)	2	9
CCCCn1c(=O)c(C(=O)NCCO)c(O)c2ccccc21	-1	24
COc1ccc(OC)c(NC(=O)c2nc(C)n(C3CCN(C)CC3)c2C)c1	-5	27
CCCCOc1ccc(CN2CCN(C)CC2)cc1	0	-10
CC(=Nc1ccccc1N)c1c(O)n(C)c(=O)n(C)c1=O	-2	-3
CN(C)C(=O)Oc1ccc2c(c1)OC(=Cc1ccco1)C2=O	0	6
c1ccc2c(c1)-c1cccc3cccc-2c13	5	/
CN1C(=O)C23CC4=CC=CC(O)C4N2C(=O)C1(CO)SS3 (stereo unspecified)	4	/
COc1ccc(CCNCc2ccc([N+](=O)[O-])cc2)cc1OC	-2	6
CCn1cc(C(=O)NCc2ccc3c(c2)OCO3)c2cccnc21	-11	12
CN1C(=O)C(=Cc2cccn2-c2ccc(Cl)cc2)C(=O)N(C)C1=O	4	15

Arranged by SMILES length (low to high): part of the list above.
SMILES	Pf apPOL inh	mHTT CaM bind
CC(=Nc1ccccc1N)c1c(O)n(C)c(=O)n(C)c1=O	-2	-3
CN(C)C(=O)Oc1ccc2c(c1)OC(=Cc1ccco1)C2=O	0	6
O=C(CNC1Cc2ccccc2C1)Nc1ccc(Cl)cc1C(=O)c1ccccc1Cl	-19	/

Next section:
SMILES	Pf apPOL inh	mHTT CaM bind
Cc1nn(C)c(C)c1CN1CCNCC1	/	-5
CCCOc1ccc(CNC(=O)c2nc(C)n(C3CCN(C)CC3)c2C)cc1	-4	15
N/C(=N\[N+](=O)[O-])Nc1ccc(NC(=O)C2CCCCC2)cc1	-2	i
O=[N+]([O-])c1ccc(O)cc1CN1CCN(c2ccccc2)CC1	-2	12
Nc1ccc(S(=O)(=O)O)cc1 (tested in a mixture with another compound)	/	-4
S=C=NCC1CCCO1 (stereo unspecified)	/	0
CC1CC2CCC(O2)C(C)C(=O)OC(C)CC2CCC(O2)C(C)C(=O)OC(C)CC2CCC(O2)C(C)C(=O)OC(C)CC2CCC(O2)C(C)C(=O)O1 (stereo unspecified)	8	/
O=S(=O)(F)c1ccc(-c2nnc(-c3ccccc3)o2)cc1	3	9
Cc1[nH]nc2c1C(c1ccsc1)SCC(=O)N2 (stereo unspecified)	-1	-4
COc1cccc(C2C([N+](=O)[O-])=C(N)Oc3c2c(=O)oc2ccccc32)c1 (stereo unspecified)	-4	8
Cc1ccc(NC(=O)CN2C(=O)C(C)N=C(c3ccccc3)c3ccccc32)c(C)c1 (stereo unspecified)	-4	8
COc1ccccc1N1CCN(Cc2cccc(Br)c2)CC1	-10	1
COc1cccc(Cn2nnc(C(=O)O)c2C)c1	-2	-7
COc1ccc(CC(C)NCc2ccc3c(c2)OCO3)cc1 (stereo unspecified)	7	-7
CCCCn1c(C)c(C(C)=O)c2cc(OC)ccc21	-2	-2

Shown with each value named: entries from further up.
COc1cccc(Cn2nnc(C(=O)O)c2C)c1
  Pf apPOL inh: -2
  mHTT CaM bind: -7

COc1ccc(CC(C)NCc2ccc3c(c2)OCO3)cc1 (stereo unspecified)
  Pf apPOL inh: 7
  mHTT CaM bind: -7

Following part:
SMILES	Pf apPOL inh	mHTT CaM bind
CC12CCC3C(CC4OCC35CCC(O)CC45Br)C1CCC2O (stereo unspecified)	-12	/
OCCN1CCN(Cc2cccc(F)c2)CC1	-3	-2
OCCN1CCN(Cc2ccc(Cl)cc2)CC1	-2	9
CC(C)c1nncn1C1CCNCC1	2	0
S=C(NC1CCCCC1)N1CCC(c2cnc[nH]2)CC1	5	/
Cc1cccnc1-n1c(C)nc2ccccc2c1=O	-21	2
CN1CCN(Cc2c(F)cccc2Cl)CC1	2	0
CN1CCN(Cc2ccc(F)cc2F)CC1	-5	2
O=c1c2ccccc2nc(/C=C/c2ccccc2Cl)n1-c1ccccc1[N+](=O)[O-]	-9	20
c1ccc2sc(N3CCNCC3)nc2c1	/	-7
CC(=O)c1ccc(N2CCN(Cc3cccc(Cl)c3)CC2)cc1	-6	1
CCC(=O)Nc1cc(C(=O)N2CCC3(CC2)OCCO3)ccc1S(=O)(=O)c1ccc(C)cc1	-6	6
Cc1cc(/C=C2\C(=O)NC(=O)N(c3ccc(F)cc3)C2=O)c(C)n1-c1cccc(C(=O)O)c1	-2	16
CCC1CO/C(=C(\C(Cl)=C(Cl)Cl)[N+](=O)[O-])N1Cc1ccc(Cl)nc1 (stereo unspecified)	-8	-1
CCC1CCCCN1C(=O)c1ccc(N2CC3CC(C2)c2cccc(=O)n2C3)c(N)c1 (stereo unspecified)	-8	15

Grouped by structure, the entries above containing bromine (six)
SMILES	Pf apPOL inh	mHTT CaM bind
CC(Nc1ccc([N+](=O)[O-])c2cccnc12)c1ccc(Br)cc1 (stereo unspecified)	-5	3
O=[N+]([O-])c1cc(F)c(N2CCCCC2)cc1Br	-5	16
O=[N+]([O-])c1ccc(N2CCN(Cc3ccc(Br)cc3)CC2)cc1	-6	20
CN1CCN(Cc2ccc(Br)s2)CC1	-3	-10
COc1ccccc1N1CCN(Cc2cccc(Br)c2)CC1	-10	1
CC12CCC3C(CC4OCC35CCC(O)CC45Br)C1CCC2O (stereo unspecified)	-12	/

Next section
SMILES	Pf apPOL inh	mHTT CaM bind
O=C(N1CCSCC1)C(Cl)(Cl)Cl	-3&-2	/
Ic1ccccc1CNC1C2CCN(CC2)C1C(c1ccccc1)c1ccccc1 (stereo unspecified)	-6	/
CNC(=O)N1CCC2(C1)C(=O)N(C)c1ccc(OC)cc12 (stereo unspecified)	-3	-10
O=C1CN=C(c2ccccc2)c2oc3ccc(Cl)cc3c2N1	-9	2
COc1cc(OC(=O)N(C)C)cc2oc(-c3ccccc3)cc(=O)c12	-6	28
CC(C)N1CCN(Cc2ccccc2Cl)CC1	-6	0
Cc1nc2ccccc2nc1N1CCN(C)CC1	-3	3
COc1ccc(C2C([N+](=O)[O-])=C(N)Oc3c2c(=O)oc2ccccc32)cc1OC (stereo unspecified)	-4	15
CCOC(=O)[C@]12Cc3c(cc(OC)c(OC)c3OC)[C@H]1N(Cc1ccccc1)C(=O)c1ccccc12	-4&-5	-6&14
COc1ccc(CCNC2C3CC4CC(C3)CC2C4)cc1OC (stereo unspecified)	-2	2
CCCN(CCC)C1CCc2cccc(O)c2C1 (stereo unspecified)	11	/
CCN1C(=O)NC(=O)/C(=C/c2cn(CC(=O)N3CCCC3)c3ccccc23)C1=O	-5	5
CCn1cc(C(=O)O)c(=O)c2ccc(C)nc21	-3&-5&-5	/
CCSc1nc(NC(C)C)c2cnn(CCN)c2n1	-4	-12
CC(C)N1CCN(Cc2cccc(Br)c2)CC1	-10	-1
Cn1cc(CCC(=O)N2CCC3(CC2)OCCO3)c2ccccc21	-6	6
O=c1[nH]oc2c1CCNC2	15	/
CCn1c(=N)n(Cc2ccccc2F)c2ccccc21	-1	5
NC(=O)c1n[nH]c([N+](=O)[O-])c1[N+](=O)[O-]	/	-6
CC(C)C1(C)N=C(c2ncccc2C(=O)O)NC1=O (stereo unspecified)	5	18
COc1cccc(NC(=O)N2CCC3(C2)C(=O)Nc2ccc(OC)cc23)c1 (stereo unspecified)	-5	6
Cc1cccc(-n2c(/C=C3\C(=O)Nc4ccc(Br)cc43)nc3ccccc3c2=O)c1	-4	21
CC12CN3CC(C)(CN(C1)C31CCCCC1)C2O (stereo unspecified)	-7	-3
Cc1cccc(-n2c(-c3ccco3)nc3ccccc3c2=O)c1C	-2	4
Nc1cc(Br)ccc1O	/	2
O=c1c2ccccc2nc(/C=C/c2ccc([N+](=O)[O-])cc2)n1-c1cccnc1	-7	0
Cc1cc2oc(=O)cc(CN3CC4CC(C3)c3cccc(=O)n3C4)c2cc1O (stereo unspecified)	3	-2
O=P(Nc1ccccc1I)(Oc1ccccc1)Oc1ccccc1	-2	-25
CCOc1ccc(C2C3C(=NN2C(C)=O)C2CCN3CC2)cc1 (stereo unspecified)	3	-5
Cc1ccc(C=C(C#N)C#N)s1	/	1
COc1ccc(/C=C2\N=C(c3cncc(Br)c3)OC2=O)cc1	-1	8
CCOC(=O)[C@]12Cc3ccccc3[C@H]1N(C1CCCCC1)C(=O)c1cc(OC)ccc12	-6	-17
O=C1CC(=O)N(c2ccc(Br)cc2)C(=O)N1	-3	-2
COc1ccccc1N1CCN(Cc2ccc(Br)cc2)CC1	-4	-3
CC1CCC(N2CCOCC2)CC1 (stereo unspecified)	-4	1
N#CC(/C=C/c1ccccc1)N1CCOCC1 (stereo unspecified)	-5	2
Fc1ccc(N2CCN(Cc3cccc(F)c3)CC2)cc1	-6	9
COC(=NC1CCCCC1)C(O)c1c[nH]c2ccccc12 (stereo unspecified)	-2	-3
O=[N+]([O-])c1cccc(/C=C2\C(=N\O)C3CCN2CC3)c1	-4	i
COc1ccccc1-n1c(/C=C/c2ccc(O)cc2)nc2ccccc2c1=O	0	-5
COc1ccc(Cl)cc1NC(=O)C1c2cc(OC)c(OC)cc2C(=O)N2CCCCC12 (stereo unspecified)	-4	79*
C=CC1CN2CCC1CC2C(O)c1ccnc2ccccc12 (stereo unspecified)	-9&-6&-1	3&1
